Insulin prom inh: inhibitors of insulin promoter-driven GFP, primary screen, imaging, TRM-6 cells (human fetal islet line), eGFP reporter, cell count; reporter expression induced with tamoxifen; inhibition, % at 2 µM; 130,000 compounds, 0.9% hits; AID 1273, 2008;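 active means inhibition above the mean plus 3 SD, with well images judged a real hit on visual review, cut at about 60% in these data, passing the limit was not always enough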
SDO1 yeast rescue: growth rescue of sdo1-depleted yeast, primary screen, S. cerevisiae, bone marrow failure model; 140,000 compounds, 0.21% hits; AID 817, 2007; S. cerevisiae sdo1-depleted JHY4D growth rescue, OD600 30 h; stronger effect = higher value; pdr5 snq2 efflux-pump mutant strain; z-score at 10 µM;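 active means z-score above 3 at both the 24 hr and the 30 hr optical density reads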;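 further: z-score against mean and SD of all compound wells on the same plate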
SDO1 yeast rescue Rescue 24 h: further read-out of SDO1 yeast rescue, marked with its call; z-score; S. cerevisiae sdo1-depleted JHY4D growth rescue, OD600; measured here: growth rescue at 24 h;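 0 is the plate mean of compound wells and units are plate SD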
* = called active by the depositor; . = not tested or not shown.

Insulin prom inh	SDO1 yeast rescue	SDO1 yeast rescue Rescue 24 h	Compound
-27	-0.11	-0.09	COc1cc(C(=O)N2CCC(NC(=O)C(Cc3ccc(C)cc3)NC(C)=O)CC2)cc(OC)c1OC (configuration not stated)
43	0.42	-0.53	Cc1nc(SCC(=O)N2CCC(C(N)=O)CC2)n[nH]1
-10	.	.	O=[N+]([O-])c1ccc(C2=Nc3cc(Cl)ccc3OC2)cc1
-144	-0.84	-0.78	O=C(OC(C(=O)NC1CCCCC1)c1ccccc1)c1ccco1 (configuration not stated)
.	0.06	0.02	CC(=O)N1N=C(c2cccc([N+](=O)[O-])c2)OC1(C)CC(=O)Nc1ccccc1 (configuration not stated)
30	.	.	COc1cc(CO)c(Br)cc1OCC(=O)Nc1ccccc1C
-19	.	.	CCC(C)NC(=O)CCn1c(-c2ccc(F)cc2)cc(C(C)=O)c1C (configuration not stated)
.	1.8	0.42	Cc1[nH]c(=S)[nH]c(=O)c1Cc1ccccc1
-7	-0.09	-0.32	CCOc1ncccc1C(=O)N1CCN(Cc2ccc3c(c2)OCO3)CC1
18	.	.	O=C(O)CCc1nnc(SCC(=O)Nc2ccc(Cl)c(C(F)(F)F)c2)[nH]c1=O
.	-0.45	-0.11	N#Cc1c(Cl)nc(N/N=C/c2ccccc2)c(Cl)c1Cl
7	.	.	CCCC(=O)Nc1ccc2c(c1)nc1n2CCN(C2CCCCC2)C1
.	0.56	0.31	COC(=O)c1cc(=O)nc2sc(-c3ccc(F)cc3)nn12
7	0.34	-0.37	NC(=O)CSc1ncnc2c1cnn2Cc1ccccc1
0	-0.52	-0.65	COc1cccc(Nc2c(F)c(OC)c(F)c(F)c2C(=O)O)c1
.	0.59	-0.04	CCc1nnc(NS(=O)(=O)c2ccc(NC(=S)NC(=O)/C=C/c3ccc(F)cc3)cc2)s1
-57	-1.2	-0.56	O=C1C(Cc2ccccc2)SC(=Nc2ccccc2)N1c1ccccc1 (configuration not stated)
.	1.2	0.57	Nn1cc(-c2ccccc2)nc1SCC(=O)NCCN1C(=O)CSC1=O
24	0.2	0.73	CC(C)COC(=O)CCn1[nH]c(=O)c2ccccc2c1=O
-20	-1.2	-0.65	COc1ccc([N+](=O)[O-])cc1NC(=O)CSCc1ccc(Br)cc1
.	1	1	O=S(=O)(Nc1nc2ccccc2[nH]1)c1ccccc1
32	0.59	0.3	Cc1noc(C)c1CN(C(=S)NC1CC1)c1ccccc1
.	-0.53	-0.77	Cc1cc(NC(=O)CSc2nnc(CNc3ccc(F)cc3)n2C2CCCCC2)no1
.	-0.31	-0.36	COc1ccc(OC)c(N(CC(=O)O)S(=O)(=O)c2ccc(OC)c(OC)c2)c1
.	-0.21	1.9	CCOC(=O)c1sc(NC(=S)NC(=O)c2ccccc2Cl)c(C(=O)OCC)c1C

In another format: three of the compounds above.
Sequence of screens: Insulin prom inh | SDO1 yeast rescue | SDO1 yeast rescue Rescue 24 h
CCC(C)NC(=O)CCn1c(-c2ccc(F)cc2)cc(C(C)=O)c1C (configuration not stated)
  -19 | . | .
Cc1[nH]c(=S)[nH]c(=O)c1Cc1ccccc1
  . | 1.8 | 0.42
CCOc1ncccc1C(=O)N1CCN(Cc2ccc3c(c2)OCO3)CC1
  -7 | -0.09 | -0.32

Following part.
Insulin prom inh	SDO1 yeast rescue	SDO1 yeast rescue Rescue 24 h	Compound
-55	1.8	1.9	Cc1ccccc1-c1nnc(SCC(=O)Nc2ccc3c(c2)OCCO3)n1N
-5	-0.2	-0.28	Cc1nnc(SCc2c(Cl)cccc2Cl)s1
34	-0.51	-0.66	COc1ccc(OC)c(N(CC(=O)Nc2cccnc2)S(=O)(=O)c2ccccc2)c1
.	-2.2	-1.7	O=C(OCn1ncc(Br)c(Br)c1=O)c1ccccc1Cl
8	-1.2	-0.47	O=C(COC(=O)c1cn(-c2ccccc2)nc1-c1cccs1)NC1CC1
-19	1.3	1.5	Cc1ccc(C2NC(=O)c3c(sc(C)c3C)N2)c(O)c1 (configuration not stated)
.	0.75	0.84	CC1CCc2nn(CC(=O)NCCN3CCOCC3)cc2C1 (configuration not stated)
10	-0.42	-0.51	Cc1cccc(NC(=O)c2cccnc2)c1
.	-0.01	-0.21	COc1ccc2[nH]cc(CCN=C3SCC(=O)N3C)c2c1
-93	.	.	CCOc1ccc(C(=O)Nc2cccc(C(C)=O)c2)cc1[N+](=O)[O-]
-50	-0.83	-0.76	CCn1c(SCC(=O)Nc2ccc3c(c2)OCO3)nc2ccccc21
.	0.45	0.13	C#CC(C)(C)NC(=O)CSc1nc2c(c(=O)n(C)c(=O)n2C)n1CCCC
.	0.61	0.77	CC(C)N(C(=O)NC(=O)NCC1CCCO1)S(C)(=O)=O (configuration not stated)
38	-0.85	0.21	COc1cccc(-n2c(CN3CCN(c4ccc(C)cc4)C(C)C3)nc3ccc([N+](=O)[O-])cc3c2=O)c1 (configuration not stated)
63	-0.19	-0.24	COc1ccc(OC)c(/C=N/NC(=O)CC2C(=O)NN=C2C)c1 (configuration not stated)
-14	1.4	1.5	CC(=O)C1=C(c2ccccc2)NC(=O)NC1c1ccccc1OCC#N (configuration not stated)
.	-0.29	0.13	O=C(Nc1ccccc1)c1ccc(NCCc2ccccc2)c([N+](=O)[O-])c1
-27	.	.	Cc1nc(C(F)(F)F)c(C(=O)N/N=C(\N)c2ccccn2)s1
19	-0.51	-1.1	CC(C)c1ccc(Nc2nnc(SC3CCOC3=O)s2)cc1 (configuration not stated)
-21	0.63	1	CC(=O)N=C1SC2CS(=O)(=O)CC2N1c1c(Cl)cccc1Cl (configuration not stated)
44	1.2	0.98	COc1cc(-c2nnc(SCC(=O)Nc3ccc4c(c3)OCCO4)o2)cc(OC)c1OC
-22	0.48	-0.12	Cc1ccc(NC(=O)c2ccc(CNS(=O)(=O)c3cccc(C(F)(F)F)c3)cc2)cc1
-55	0.14	-0.1	C=CCn1c(SCC(=O)NCc2cccs2)nnc1C1CCCCC1
33	.	.	CC(C)CC(=O)NC(NC(=S)Nc1ccccc1)C(Cl)(Cl)Cl (configuration not stated)
.	0.93	0.58	O=C(CSc1ncn[nH]1)Nc1ccnc2ccccc12

Insulin prom inh	SDO1 yeast rescue	SDO1 yeast rescue Rescue 24 h	Compound
19	-1	-1.5	COC(=O)CSc1ccc2c(N)c(C(=O)OC)sc2c1
17	-0.38	-0.89	CCC(C)NC(=O)COc1ccc(Br)c(C)c1 (configuration not stated)
.	0.44	0.26	O=C(c1ccc(N2CCOCC2)nc1)N1CCOCC1
.	-0.44	0.06	Cc1ccc(NC(=O)c2c(C(F)(F)F)nn(C)c2SCc2ccc(Cl)cc2)cc1C
.	-0.33	-0.92	CCOc1nc(N=C(N)N)nc2c(C)cccc12
67	0.41	0.24	CCOc1ccccc1OC(=O)c1ccco1
9	0.65	0.27	CC(O)(CS(=O)(=O)Cc1ccccc1)C(=O)Nc1cccc(C(F)(F)F)c1 (configuration not stated)
.	-0.97	0.67	COc1ccc2c(c1)C1(C)CC(C)(C)N2C(=O)N1c1ccccc1 (configuration not stated)
-38	-0.38	-0.22	CCOC(=O)Cn1c(=O)c2c(nc3n2CCN3Cc2ccccc2)n(C)c1=O
31	-0.66	0.83	O=C1CCCC2=C1C1(CCCC1)N=C(Nc1nc3ccccc3s1)N2
0	-0.64	-0.7	Cc1cccc(NC(=O)Cn2cnc3c(oc4nc5c(cc43)COC(C)(C)C5)c2=O)c1
-3	0.6	0.44	O=C(CCN1C(=O)C2C3C=CC(C3)C2C1=O)N1CCN(c2cccc(Cl)c2)CC1 (configuration not stated)
-44	-0.47	-1	O=C(Nc1ccc2c(c1)OCCO2)c1cccc(S(=O)(=O)N2CCOCC2)c1
38	0.95	0.64	COc1cccc(C(=O)Oc2ccc3c(C)cc(=O)oc3c2C(C)=O)c1
11	0.9	0.37	CCN(C(=O)CN1CCN(c2ccccc2OC)CC1)c1c(N)n(Cc2ccccc2)c(=O)[nH]c1=O
-68	-0.36	-0.54	COc1ccc(CCCc2nnc(SCC(=O)Nc3cc(C)ccc3C)o2)cc1
-48	0.2	-0.47	Cc1cc[n+](C2=C([O-])c3ccccc3C(=O)/C2=N\S(=O)(=O)c2cccs2)cc1C
21	-0.55	-0.56	Cc1ccc(NC(=O)c2cc3nc(C)cc(C)n3n2)cc1
.	1.1	0.93	O=C(c1ccccc1)C1C(=O)c2ccccc2C1=O
.	0.12	-0.3	CCONC(=O)Nc1ccccc1
-20	-0.48	-0.41	COC(=O)c1ccccc1NC1CC(=O)N(c2c(C)cccc2C)C1=O (configuration not stated)
71*	0.34	0.83	CC1CCN(C(=O)CSc2nnc(Cc3cccn3C)n2-c2ccc(F)cc2)CC1
-14	3.9	-0.03	COC(=O)CN1C(=O)C2(C(C#N)=C(N)Oc3ccccc32)C2=C1CC(C)(C)CC2=O (configuration not stated)
-87	.	.	CCOc1cc(/C=C2/N=C(C)C(C(=O)OC)=C2O)ccc1O
46	0.1	-0.52	COCCN1C(=O)c2oc3c(C)cc(C)cc3c(=O)c2C1c1cccc(O)c1 (configuration not stated)

Three compounds already listed, arranged by the value under Insulin prom inh, largest number first:
structure	Insulin prom inh
CC1CCN(C(=O)CSc2nnc(Cc3cccn3C)n2-c2ccc(F)cc2)CC1	71*
COCCN1C(=O)c2oc3c(C)cc(C)cc3c(=O)c2C1c1cccc(O)c1 (configuration not stated)	46
COC(=O)c1ccccc1NC1CC(=O)N(c2c(C)cccc2C)C1=O (configuration not stated)	-20

Six compounds from above, arranged by SMILES length, falling:
Insulin prom inh	SDO1 yeast rescue	SDO1 yeast rescue Rescue 24 h	Compound
-3	0.6	0.44	O=C(CCN1C(=O)C2C3C=CC(C3)C2C1=O)N1CCN(c2cccc(Cl)c2)CC1 (configuration not stated)
38	0.95	0.64	COc1cccc(C(=O)Oc2ccc3c(C)cc(=O)oc3c2C(C)=O)c1
.	-0.01	-0.21	COc1ccc2[nH]cc(CCN=C3SCC(=O)N3C)c2c1
.	-0.33	-0.92	CCOc1nc(N=C(N)N)nc2c(C)cccc12
67	0.41	0.24	CCOc1ccccc1OC(=O)c1ccco1
.	0.12	-0.3	CCONC(=O)Nc1ccccc1

Additional compounds follow.
Insulin prom inh	SDO1 yeast rescue	SDO1 yeast rescue Rescue 24 h	Compound
10	-0.1	-0.02	COc1ccc(-c2noc(-c3ccccc3C(=O)NCc3ccco3)n2)cc1OC
-37	1.9	1.2	CC(C)C(=O)Nc1ccc(Sc2ccc(F)cc2)cc1
-3	.	.	CCOc1ccc(-n2c(O)c(/C=N/c3ccnn3Cc3ccncc3)c3ccccc3c2=O)cc1
-71	.	.	Cn1c(=O)c2c(nc(N3CCN(Cc4ccccc4)CC3)n2CC(=O)c2ccccc2)n(C)c1=O
58	-0.88	-0.69	O=C(OC(c1ccc(NS(=O)(=O)c2ccccc2)cc1)(C(F)(F)F)C(F)(F)F)c1ccccc1
69*	-0.71	0.37	COc1ccc(-c2n[nH]c3c2C(c2ccc(OC)c(OC)c2)N(c2ccccc2)C3=O)cc1 (configuration not stated)
38	-1.4	-1.3	O=C(c1ccccc1)N1CC(COc2ccccc2)OC(c2ccco2)O1 (configuration not stated)
-18	-0.54	0.55	Cc1ccc(/C=C/C(=O)Nc2ccc([N+](=O)[O-])c(NC(=O)/C=C/c3ccc(C)o3)c2)o1
.	-0.91	0.47	Cc1noc(C)c1COC(=O)c1ccc2c(c1)S(=O)(=O)c1ccccc1C2=O
38	-1.3	0.55	COc1ccc(Oc2ccc(/C=C/C(=O)c3ccc(O)cc3)cc2[N+](=O)[O-])cc1
-20	.	.	C=CCn1c(SCC(=O)Nc2nnc(C)s2)nnc1-c1cccnc1
-22	-0.03	0.32	CC(NC(=O)C(Cc1ccccc1)N1C(=O)C2C3CCC(C3)C2C1=O)c1ccccc1 (configuration not stated)
.	0.25	0.05	COc1ccc(NC(=O)CN2C(=O)C(C)SC(C)C2=O)cc1 (configuration not stated)
37	.	.	CCOc1cc(/C=N/Nc2cccc(C(=O)O)c2)ccc1OCC(=O)N1CCCCC1
32	-2.1	-1.4	COc1ccc2nc(NC(=O)C3CCCN(S(=O)(=O)c4cccc5nsnc45)C3)sc2c1 (configuration not stated)
43	-1.9	-0.64	Cc1ccc(-n2c(C)cc3c2CC(C)(C)CC3=O)cc1C
25	0.5	0.2	CCSc1nnc(NC(=O)[C@@H](NC(=O)c2ccccc2)C(C)C)s1
40	.	.	Cc1cccc(NC(=O)CCCn2c(=S)[nH]c3ccccc3c2=O)c1
-27	.	.	Cc1cccc(/C=N/Nc2ccc3ccccc3n2)c1
67	.	.	COc1ccc(N2CCN(C(=O)NC3CC(=O)N(c4ccc(OC)cc4)C3)CC2)cc1 (configuration not stated)
-43	1	0.91	CC1(C)NC(=O)N(CC(O)COc2ccc(N3C(=O)c4ccccc4C3=O)cc2)C1=O (configuration not stated)
.	-1.1	-1.2	Cc1ccc(SCCNC(=O)c2ccc(C)c(S(=O)(=O)Nc3ccccc3C)c2)cc1
33	.	.	Cc1nc(N2CCCCC2)c2c(C)c(C(=O)Nc3cccc(C(F)(F)F)c3)sc2n1
-58	0.5	1.1	Cc1ccc(Cn2c(=N)n(CC(O)COc3ccccc3)c3ccccc32)cc1 (configuration not stated)
-3	-0.94	-1.1	COc1cccc(/C=N/NC(=O)CSc2ccccc2C)c1O
-37	-0.64	0.37	COc1ccccc1C(=O)Nc1ccc(N2CCN(S(C)(=O)=O)CC2)cc1
8	.	.	NCC(=O)Nc1ccc(Br)cc1
-53	1.5	1.2	CCn1cc(C(=O)O)c(=O)c2cc(F)c(N3CCN(C(=O)Nc4ccccc4)CC3)cc21

An excerpt (hit frequency here may not be typical).
